Efflux pump inh – blocks antifungal efflux pumps in multiplex yeast assay. 330,000 compounds, 0.44% hits. inhibition, % at 10 µM. S. cerevisiae Candida pump triplex, Nile Red efflux;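 active means plate passing quality check with inhibition over a set limit, or well fluorescence over plate mean plus 4 SD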;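 further: Nile Red retained in pooled yeast measured as flow cytometry median fluorescence; 0% = buffer negative control and 100% = Enniatin B positive control; higher means more Nile Red kept so more efflux inhibition; some compounds called inactive have numbers as strong as hits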
EBNA-1 inh – blocks EBNA-1 binding to DNA; inhibition, % at 14.8 µM; EBNA-1 DNA binding, fluorescence polarization; 300,000 compounds, 0.34% hits; AID 1950; in the data active means inhibition above about 28%
GLD-1 RNA inh – GLD-1-TGE RNA interaction inhibition (C. elegans). purified GLD-1 + fluorescein TGE RNA, fluorescence polarization. AID 2280. inhibition, % at 5.96 µM. 320,000 compounds, 0.44% hits;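 active means percent inhibition above a per-plate cutoff, the plate mean of test compounds plus 3 SD, cut at about 30% in these data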;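 further: 0% = DMSO wells with GLD-1 and probe and 100% = wells lacking GLD-1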
Target sequence (Q17339 whole entry, looked up): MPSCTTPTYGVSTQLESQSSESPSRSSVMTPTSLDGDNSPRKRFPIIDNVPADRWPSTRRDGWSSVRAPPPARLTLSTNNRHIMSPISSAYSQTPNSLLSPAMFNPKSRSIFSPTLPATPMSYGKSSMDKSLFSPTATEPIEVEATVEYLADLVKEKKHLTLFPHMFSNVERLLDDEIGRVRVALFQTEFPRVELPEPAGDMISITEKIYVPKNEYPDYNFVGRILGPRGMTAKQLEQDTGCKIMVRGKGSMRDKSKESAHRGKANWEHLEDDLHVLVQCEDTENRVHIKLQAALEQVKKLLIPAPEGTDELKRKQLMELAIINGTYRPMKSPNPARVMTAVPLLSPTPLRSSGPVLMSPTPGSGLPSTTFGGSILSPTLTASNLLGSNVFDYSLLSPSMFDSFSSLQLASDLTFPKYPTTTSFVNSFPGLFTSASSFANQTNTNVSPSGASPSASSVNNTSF
ZTA counter – counter-screen for EBNA-1 inhibitors: inhibitors of Epstein-Barr virus ZTA; 320,000 compounds, 0.15% hits; ZTA-DNA binding, fluorescence polarization; P03206; inhibition, % at 11 µM; in the data active means inhibition above about 33%
MEX-5 binding – C. elegans MEX-5 TCR-2 RNA binding activity | Q9XUB2 | activity score (negative = inhibition of binding), % at 10 µM | MEX-5/FITC-TCR2 RNA binding, fluorescence polarization; hits give low values | AID 1832 | 300,000 compounds, 0.38% hits;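 active means inhibition past about -25% in most replicates, and total fluorescence under double the plate's negative control median, limit read from the data; inconclusive means replicates evenly split on the limit, or fluorescence at least double controls; inactive means too little inhibition in most replicates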;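 further: 0% = DMSO and -100% = 5 µM competing unlabeled TCR2 RNA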
Target sequence (Q9XUB2 whole entry, looked up): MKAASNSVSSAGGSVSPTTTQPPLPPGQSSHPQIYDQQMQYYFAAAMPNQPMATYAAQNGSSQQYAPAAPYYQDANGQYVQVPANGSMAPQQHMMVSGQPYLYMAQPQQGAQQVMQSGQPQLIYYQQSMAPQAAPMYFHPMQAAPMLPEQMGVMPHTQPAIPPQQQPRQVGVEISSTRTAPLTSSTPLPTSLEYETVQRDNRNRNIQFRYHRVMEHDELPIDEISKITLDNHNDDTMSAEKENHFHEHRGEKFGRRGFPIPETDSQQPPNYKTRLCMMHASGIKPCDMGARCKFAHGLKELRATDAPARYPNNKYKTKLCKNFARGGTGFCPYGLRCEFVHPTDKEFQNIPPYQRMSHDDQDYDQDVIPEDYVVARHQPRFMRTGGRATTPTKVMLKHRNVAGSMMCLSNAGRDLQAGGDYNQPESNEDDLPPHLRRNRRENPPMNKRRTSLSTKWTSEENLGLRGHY
BCLXL inh – Bcl-xL (human) inhibition; Q07817; GST-Bcl-xL / FITC-Bim BH3 peptide fluorescence polarization; inhibition, % at 10.9 µM; 320,000 compounds, 0.7% hits;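 active means inhibition above the mean of all tested compounds plus 3 SD, cutoff set per campaign, cut at about 30% in these data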;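 further: 0% = DMSO wells and 100% = unlabeled Bim-BH3 peptide competitor; inhibitors lower millipolarization by displacing the labeled peptide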
Yeast superoxide – yeast age-related superoxide inhibition as caloric restriction mimetic; 330,000 compounds, 0.18% hits; superoxide response (% of plate mean), % at 10 µM; S. cerevisiae aged cells, superoxide DHE fluorescence; hits give low values; AID 2690;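 active means superoxide response under a set limit, about three screen SD below normal, cut at about 65% in these data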;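 further: yeast aged for seven days with compound at 30 °C before DHE staining; 100% = average MFI of all compound-treated wells on the plate with controls excluded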
MCL1 BIM primary – inhibitors of human MCL1 binding to BIM-BH3 peptide. GST-MCL1 / FITC-Bim-BH3 fluorescence polarization. inhibition, % at 10.9 µM. 320,000 compounds, 0.68% hits;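 active means inhibition above the mean inhibition of all tested compounds plus 3 SD, set per campaign, cut at about 40% in these data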;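 further: 0% = DMSO wells and 100% = unlabeled Bim-BH3 peptide control; higher means more loss of mP so more displacement of Bim peptide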
Fam108B counter – blocks mouse Fam108B hydrolase in RBBP9 counter-screen. 300,000 compounds, 0.33% hits. recombinant Fam108B, FP-Rh probe fluorescence polarization. inhibition, % at 9.51 µM;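 active means inhibition above the screen mean inhibition plus 3 SD, computed separately per campaign, cut at about 18% in these data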;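 further: inhibitors lower polarization as less probe binds the enzyme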
* hit, by the source's call; ? = inconclusive; / = not tested or not shown; + = active, no number.

SMILES	Efflux pump inh	EBNA-1 inh	GLD-1 RNA inh	ZTA counter	MEX-5 binding	BCLXL inh	Yeast superoxide	MCL1 BIM primary	Fam108B counter
CN1CCN(c2ccc([N+](=O)[O-])cc2S(=O)(=O)N2CCOCC2)CC1	-0.1	9	4	22	0.5	2	87	1	0
CCOC(=O)C1(Cc2ccc(Cl)cc2)CCN(C(=O)c2cc(C)nc(C)n2)CC1	-0.3	-3	0	-15	-0.7	9	92	-1	-1
COc1ccc(CCNC(=O)c2cc(-c3cc(C)cc(C)c3O)n[nH]2)cc1OC	0.2	-4	-1	-8	-2.3	4	105	4	-5
Nc1ncc(Br)cc1S(=O)(=O)NCCC(=O)NCCc1ccccc1	-0.1	12	7	-2	-0.2	-2	90	-6	-1
Cc1ccccc1NC(=O)N1CCCC(c2nc(-c3ccc(C(C)C)cc3)no2)C1 (centres undefined)	0.6	-17	6	-11	-0.6	-1	122	2	-7
CCN(CC)CCCNC(=S)N(Cc1cccnc1)Cc1cc2cc(C)ccc2[nH]c1=O	-0.2	1	-1	-1	-4.0	3	100	0	-3
O=C(Nc1ccc(NC(=S)NC(=O)c2ccco2)cc1)c1ccccc1	-0.1	5	2	-3	-1.2	3	77	10	-15
CC(C)(C)OC(=O)NCCc1nnc(SCC(=O)c2ccc(Cl)cc2)o1	-0.3	-3	0	-7	-0.4	5	88	4	4
CC(=O)Nc1ccc(NC(=O)c2c(C)nn(Cc3ccccc3Cl)c2C)cc1	0.1	0	1	2	0.7	2	100	7	0
N#Cc1c(N)sc(=S)c2c1CCCC2	0.0	1	102*	1	-2.3	142*	117	160*	6
COc1cccc(CNc2ncnc3ccc(-c4c(C)noc4C)cc23)c1	-0.1	/	-2	-11	/	5	101	4	/
C[N+]1(CC(O)COc2ccccc2)CCN(C(=O)c2ccc([N+](=O)[O-])cc2)CC1 (centres undefined)	-0.1	-3	0	-9	0.5	-8	109	-28	0

An excerpt from above, limited to MCL1 BIM primary and Efflux pump inh.
SMILES | MCL1 BIM primary | Efflux pump inh
COc1ccc(CCNC(=O)c2cc(-c3cc(C)cc(C)c3O)n[nH]2)cc1OC | 4 | 0.2
Nc1ncc(Br)cc1S(=O)(=O)NCCC(=O)NCCc1ccccc1 | -6 | -0.1
Cc1ccccc1NC(=O)N1CCCC(c2nc(-c3ccc(C(C)C)cc3)no2)C1 (centres undefined) | 2 | 0.6

Further entries
SMILES	Efflux pump inh	EBNA-1 inh	GLD-1 RNA inh	ZTA counter	MEX-5 binding	BCLXL inh	Yeast superoxide	MCL1 BIM primary	Fam108B counter
CCOC(=O)N1CCC(NC(=O)C2CCN(S(=O)(=O)c3cnc[nH]3)CC2)CC1	-0.1	12	0	-15	2.1	1	91	8	-2
C/C(=N\NC(=O)c1ccc([N+](=O)[O-])cc1Cl)c1ccccc1	0.1	-16	4	-6	0.0	2	104	-1	1
COc1ccc(OC)c(N/C=C/C(=O)c2ccccc2)c1	0.0	-4	-2	-10	-3.4	-5	93	-6	8
Cc1ccc(C)c(S(=O)(=O)N2CCN(C(=O)[C@H](C)N3C(=O)C4CC=CCC4C3=O)CC2)c1 (some centres undefined)	-0.3	/	2	-9	/	1	89	1	/
COc1ccc(C(=O)NCc2cccnc2)cc1OC	-0.1	-8	-1	-11	1.5	1	87	-2	-6
Cc1cc(SCC(=O)c2ccccc2)n2nc(C)nc2n1	0.0	-8	-8	-6	0.5	5	111	8	7
Cc1ccc(N2N=C(C(=O)O)CCC2=O)cc1Cl	0.0	6	7	3	-0.7	2	94	4	-4
Cc1ccc(C(=O)Nc2cc3ccccc3oc2=O)cc1	0.4	13	-13	7	0.4	-2	106	-5	3
O=C(Nc1ccc(OCC(=O)N2CCOCC2)cc1)Nc1cccc2ccccc12	-0.2	10	-1	-3	-0.7	7	96	3	-1
COc1ccc(-n2nc(C(=O)NCC(=O)N3CCN(c4ccccn4)CC3)c3ccccc3c2=O)c(OC)c1	0.4	-12	-2	4	0.6	0	106	-3	-1
Cc1onc(-c2ccccc2Cl)c1C(O)c1ccc(F)cc1 (centres undefined)	0.4	1	3	-11	-0.9	-1	101	4	0
Nc1nc(NS(=O)(=O)c2ccc(Cl)cc2)nn1-c1ccccc1	0.0	8	8	-3	4.1	10	83	6	-6
COC(=O)c1ccccc1OC(=O)c1cccnc1	0.2	0	7	-5	-0.5	4	116	1	4
O=C(O)c1ccc(CNCc2ccc(Cl)cc2)cc1	0.0	19	2	11	-0.8	-1	117	3	5
COc1ccc(C(CNC(=O)c2cc(C)on2)N(C)C)cc1 (centres undefined)	0.1	-5	-1	4	4.9	6	94	10	-1
CCC(=O)N1CCc2cc(S(=O)(=O)CCC(=O)NCCC3=CCCCC3)ccc21	0.0	5	0	2	-0.9	4	116	2	1
O=C(Nc1cccc(Cl)c1)c1cc(S(=O)(=O)N2CCCCC2)c[nH]1	-0.3	-4	6	6	-1.2	4	107	3	-8
O=C(NCc1cccnc1)C1CC(=O)N(c2ccc(F)cc2)C1 (centres undefined)	0.0	1	-1	4	-1.5	4	97	6	-4
COc1cc(C(=S)N2CCCC2)cc(Cl)c1OCC(=O)Nc1ccc(C)cc1C	0.2	3	-5	13	0.7	6	100	10	6
Cc1ccc(NC(=O)c2cc(C)nc3ccccc23)cc1	-0.1	9	6	-6	0.7	2	106	1	-5
CC(=O)NS(=O)(=O)c1ccc(NC(=S)NC(=O)CC(C)C)cc1	0.0	-7	-3	4	2.9	4	102	5	0
Cc1cc(C)n2c(SC/C(O)=C(\C#N)c3nc4ccccc4[nH]3)nnc2n1	-0.1	14	2	24	-5.9	8	105	27	11
O=C(NCc1ccccn1)c1cc2n(n1)C(C(F)(F)F)CC(c1ccco1)N2 (centres undefined)	0.3	-7	1	-13	-1.0	15	111	18	-10
CC1CCCN(CCOCCOc2ccc(Cl)cc2Br)C1 (centres undefined)	0.1	-6	1	-6	-2.3	2	106	2	4
COCCCn1c(=NC(=O)c2ccccc2)c(C#N)cc2c(=O)n3cccc(C)c3nc21	-0.1	-8	127*	-12	?	181*	104	+	-5
CCCC(=O)Nc1c(-c2cccc(OC)c2)c(=O)c2ccccc2n1C	-0.1	4	-9	-4	-0.9	-3	73	-5	11
CC(O)CNCCOc1cccc(Oc2ccccc2)c1 (centres undefined)	0.0	7	3	-2	2.3	5	102	6	4
Cc1cccc(NC(=O)/C(=C\c2ccco2)NC(=O)c2cccs2)c1	0.0	-1	-2	9	1.9	6	97	-6	-1
CCn1c(=O)cc(OCC(=O)NCCC(C)C)c2ccccc21	-0.1	2	-1	-21	-1.5	1	101	2	1
Cc1cc(C)nc(N(C#N)CC(=O)N(c2ccccc2)C(C)C)n1	0.2	-7	-4	-11	-2.3	-1	106	-2	-1
Cc1c(C(=O)NCCC2=CCCCC2)oc2ccc(S(=O)(=O)N3CCC4(CC3)OCCO4)cc12	0.0	-2	4	-1	0.6	1	103	-1	-4
CCOC(=O)c1c(NC(=O)CN2C(=O)C(=O)N(CC(C)C)C2=O)sc(C)c1CC	0.1	-11	5	1	-0.9	6	112	3	2
CC1CCCCN1CCn1cnc2c([nH]c3ccccc32)c1=O (centres undefined)	-0.2	6	2	-2	-0.1	3	86	-1	-2
CCOC(=O)c1cc(NC(=O)NC2CCCCC2)c(C)nc1C	0.0	4	10	-7	2.7	4	92	1	-1
COc1ccccc1CC(NC(C)=O)C(=O)NC1CCN(C(=O)Nc2ccccc2C)CC1 (centres undefined)	-0.1	-15	-3	-6	0.9	-2	130	2	1
O=C(OCc1cccc([N+](=O)[O-])c1)c1cc(=O)[nH]c2ccccc12	0.0	7	-2	12	-1.4	1	99	-2	1
COc1cc2nc(CN3C(=O)c4ccccc4C3=O)oc(=O)c2cc1OC	0.1	-6	-10	5	-2.2	4	108	1	2
Cc1ccc(OCC(=O)NNC(=O)c2ccco2)c(C)c1	-0.1	3	5	-13	-1.1	6	96	2	1
COc1ccc(NS(=O)(=O)c2ccc(NC(C)=O)cc2)cc1OC	0.1	-2	5	5	-1.9	5	78	5	5
CCCCCn1c(C(C)NC(=O)CCC)nc2ccccc21 (centres undefined)	0.1	4	-2	9	-0.5	1	96	-3	1
CN1/C(=C/C(=S)NC(=O)C2CCC2)C(C)(C)c2ccccc21	-0.1	-7	-39	-11	0.9	-28	97	-33	-2
Cc1ccccc1OCC(=O)OCC(=O)NCc1cccs1	-0.1	5	2	8	3.3	3	102	7	-1
O=C(Nc1ccccc1)c1nccn1Cc1ccc(F)cc1	0.2	-2	4	4	0.2	0	98	-6	2
CN(C)Cc1c(C(=O)N/N=C/c2cccc(OCc3ccccc3)c2)nnn1-c1nonc1N	-0.1	1	7	-6	-1.6	5	110	3	-2
CCN1CCN(C(=O)c2cc(COc3ccc(C(C)=O)cc3OC)on2)CC1	0.0	-3	3	8	-1.1	11	82	7	0
Cc1ccc(Nc2c(-c3ccccn3)nc3cccc(C)n23)cc1	0.1	-3	2	0	8.6	3	111	8	-3
COc1cc(C(=O)NCC(=O)N/N=C(/C)c2cccs2)cc(OC)c1OC	0.0	-7	9	-8	2.7	4	83	1	6
Cc1cccc(-c2noc(Cc3ccccc3)n2)c1	0.0	5	5	-6	-1.8	6	103	7	1
COc1cc(/C=C2\SC(=S)N(NS(=O)(=O)c3ccc(C)cc3)C2=O)cc(OC)c1OC	0.1	3	-1	10	-6.2	14	100	16	-1
C=C[C@@H]1c2c(F)cccc2N(S(=O)(=O)c2ccc(C)cc2)[C@H](c2ccc(C(=O)OC)cc2)C1(C#N)C#N	0.0	/	-4	-1	/	3	108	8	/
O=C(Nc1cccc(Cl)c1)Nc1nnc(CC2=CCCCC2)s1	0.1	0	6	8	-0.7	4	100	11	-5
COc1ccccc1-n1cnnc1SCC(=O)Nc1cccc(S(=O)(=O)N2CCCCC2)c1	-0.1	4	0	1	-0.1	2	97	0	-2
CC(=O)c1ccc(N2CCN(S(=O)(=O)c3cn(C)cn3)CC2)cc1	0.1	-2	1	4	-1.7	-2	106	2	0
COc1ccccc1CNS(=O)(=O)c1cc2c3c(c1)CCC(=O)N3CCC2	0.0	-8	-5	7	-1.4	4	128	9	4
O=C(CSc1ccc2nnc(-c3ccccn3)n2n1)Nc1ccc2c(c1)OCO2	0.8	-4	1	-6	-0.5	-2	107	0	5
CC(C)CCN1CCN(Cc2cccc3cccnc23)CC1CCO (centres undefined)	0.0	-9	1	-25	1.0	1	107	-5	5
O=C(/C=C/c1ccc(Cl)cc1)c1ccc([N+](=O)[O-])o1	0.0	8	5	8	1.7	2	102	2	-1
CCc1ccc(C2C(C#N)=C(N)N(N(C)C)C3=C2C(=O)CCC3)s1 (centres undefined)	-0.3	6	0	7	-1.7	13	110	18	2
CCNC(=O)CP(=O)(c1ccccc1)c1ccccc1	-0.2	-2	-3	10	1.0	2	97	6	8
O=C(CSc1n[nH]c(-c2ccco2)n1)Nc1ccc(F)cc1	-0.1	1	5	-7	2.6	2	102	11	2
NS(=O)(=O)c1cccc(NC(=O)COC(=O)/C=C/c2ccco2)c1	-0.1	-7	-20	-11	1.6	3	89	-14	-2
O=C(CSc1ccc(-c2ccc(F)cc2)nn1)NCC1CCCO1 (centres undefined)	0.3	-5	4	-1	2.5	2	92	2	2
O=C(NCc1ccc(F)cc1)Nc1ccccc1	-0.2	-3	-3	-7	0.9	1	87	9	2

Source: PubChem
